Screening data (PubChem)
Gal4-VP16 FLuc: counter-screen for ROR gamma inhibitors: Gal4-VP16 reporter; Drosophila S2 Gal4-VP16 UAS-luciferase, luminescence, 20 h; Potency, µM (doses to about 53.6 µM), for inactives: at the top dose activity, negative = inhibition, hits mostly inhibitors; 3.5% of 310,000 active; AID 2546;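 note: Gal4-VP16 expression switched on by copper sulfate through the metallothionein promoter; potency is the fitted concentration of half-maximal effect; % is set by controls: 0 for no effect and ±100 for the full control effect; nearly all actives have a fitted effect of over 50% in size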
Rab9 promoter act: Rab9 promoter activation; AID 485297; 2.8% of 320,000 active; Huh7 Rab9 promoter-luciferase reporter, luminescence, 24 h; Potency, µM (doses to about 9.22 µM), inactives show at the top dose activation, negative = inhibition, hits mostly activators; note: potency is the fitted concentration of half-maximal effect; % of control where 0% means no effect; nearly all actives have a fitted effect of over 60% in size
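Using Huh7 cells stably transfected with Rab9 promoter–luciferase, compounds were incubated 24 h at 37 °C, 5% CO2; luciferase luminescence was read 10 min after reagent addition.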
Menin MLL FP TR: displaces Texas Red mutant MLL peptide from human menin | Menin + Texas Red MLL mutant peptide, fluorescence polarization | Potency, µM (titrated, usually from 61.6 µM), for the others: at the top dose FP activity change, negative = inhibition, most hits filed as inhibitors | 0.23% of 270,000 active | AID 1768; active = well fitted inhibition curve with a large enough effect in the polarisation, with a control signal flat, not every such curve was filed as active; inconclusive = small, poorly fitted or top-dose-only effect, or effect the other way, or a change in a side signal; inactive = no such curve, though single readings can be large or run the other way; the % refers to the polarisation; note: potency is the fitted concentration of half-maximal effect; % of control where 0% means no effect; many of its hits are not listed in these tables
p53 reactivator: mutant p53 re-activation in reporter cells | H1299 p53-A138V BP100-luciferase reporter, luminescence, 24 h | Potency, µM (titrated, usually from 92.2 µM), inactives show top-dose activity change, positive = activation, most hits filed as activators | 0.063% of 320,000 active | AID 504706; note: potency is the fitted concentration of half-maximal effect; % of control where 0% means no effect; nearly all actives have a fitted effect of over 45% in size
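p53-null H1299 cells stably carrying temperature-sensitive p53-A138V and a BP100-luciferase reporter were pinned with compounds (4-point, 1:5 series) and held 24 hrs at 37 deg C. Luminescence was read 10 min after detection reagent.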
BRCA1 expr up: increases BRCA1 expression; 1.1% of 380,000 active; MCF7-BRCA1-FFLuc reporter, luminescence, 48 h; response scale: scaled: vehicle 0%, 10 µM genistein 100%; Potency, µM (series often up to 46.1 µM), for the others: top-dose activation, usual class: activators; note: potency is the fitted concentration of half-maximal effect; nearly all actives have a fitted effect of over 80% in size; some results filed as inactive show a strong effect at the top dose
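Cells: MCF7-BRCA1-FFLuc, 2000/well. Exposure: 48 h, 37 °C, 5% CO2. Read: luminescence, 15 min post-substrate. Controls: genistein 10 microM (maximal activation), DMSO (neutral).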
RORgamma inh: ROR gamma (mouse) transcription inhibition; Drosophila S2 Gal4-RORgamma UAS-luciferase reporter, 20 h; Potency, µM (doses to about 53.6 µM), for inactives: top-dose activity change, negative = inhibition, actives largely listed as inhibitors; 5.4% of 310,000 active; AID 2551; note: potency is the fitted concentration of half-maximal effect; % is set by controls: 0 for no effect and ±100 for the full control effect; nearly all actives have a fitted effect of over 60% in size
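Stably transfected Drosophila Schneider cells are the test system, with ROR gamma fused to Gal4 and luciferase under UAS control; luminescence is read after 20 hr of 700 uM copper sulfate induction at ambient temperature.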
ELG1 genotoxic: inducers of genotoxicity in HEK293T ELG1-luciferase cells; HEK293T ELG1-luciferase reporter, luminescence, 16 h; Potency, µM (titrated, usually from 46 µM), inactives show top-dose activity change, positive = activation, usual class: activators; 1.3% of 330,000 active; note: potency is the fitted concentration of half-maximal effect; % of control where 0% means no effect; nearly all actives have a fitted effect of over 60% in size
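HEK293T cells expressing luciferase-tagged ELG1 were treated with compound or DMSO for 16 hr at 37°C. Luciferase activity was then read after 30 min with ONE-Glo at room temperature; rising signal flags genetic stress.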
PKM2 activator: PKM2 (human) enzyme activation; P14618; purified PKM2, Kinase-Glo ATP luminescence, activation; response scale: 0% is enzyme alone, no compound; Potency, µM (doses to about 57.5 µM), for inactives: at the highest dose activation, hits mostly activators; 0.34% of 260,000 active; note: potency is the fitted concentration of half-maximal effect; % is set by controls: 0 for no effect and ±100 for the full control effect; nearly all actives have a fitted effect of over 55% in size
Target sequence (P14618 whole entry, looked up): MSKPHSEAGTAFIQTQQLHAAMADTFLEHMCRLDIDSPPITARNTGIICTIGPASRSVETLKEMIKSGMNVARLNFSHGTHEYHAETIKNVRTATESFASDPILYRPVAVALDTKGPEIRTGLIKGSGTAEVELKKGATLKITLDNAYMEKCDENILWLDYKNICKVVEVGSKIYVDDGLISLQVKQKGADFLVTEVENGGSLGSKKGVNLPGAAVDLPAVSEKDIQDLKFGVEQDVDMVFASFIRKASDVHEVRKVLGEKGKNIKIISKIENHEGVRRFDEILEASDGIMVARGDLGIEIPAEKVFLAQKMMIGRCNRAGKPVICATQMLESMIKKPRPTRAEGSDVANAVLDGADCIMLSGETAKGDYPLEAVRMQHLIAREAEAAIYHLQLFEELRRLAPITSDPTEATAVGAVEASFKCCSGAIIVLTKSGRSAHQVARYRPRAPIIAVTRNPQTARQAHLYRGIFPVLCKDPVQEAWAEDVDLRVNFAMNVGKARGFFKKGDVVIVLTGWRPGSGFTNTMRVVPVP
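Purified hPK-M2 (>95% pure) converted ADP (0.1 mM final) to ATP with 0.5 mM PEP in 50 mM imidazole pH7.2, KCl, MgCl2, Tween 20, BSA; 1 h at room temperature. ATP detected by Kinase-Glo luminescence.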
FLuc counter: firefly luciferase modulation, counter-screen for miR-21 project; P08659; purified FLuc, Km substrates, luminescence inhibition; Potency, µM (top dose mostly 57.5 µM), for the others: top-dose activity change, negative = inhibition, hits mostly inhibitors; 6.9% of 360,000 active; AID 588342;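 note: potency is the fitted concentration of half-maximal effect; plate controls were vehicle for no effect and reference inhibitor for full effect; nearly all actives have a fitted effect of over 55% in size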
Target sequence (P08659 whole entry, looked up): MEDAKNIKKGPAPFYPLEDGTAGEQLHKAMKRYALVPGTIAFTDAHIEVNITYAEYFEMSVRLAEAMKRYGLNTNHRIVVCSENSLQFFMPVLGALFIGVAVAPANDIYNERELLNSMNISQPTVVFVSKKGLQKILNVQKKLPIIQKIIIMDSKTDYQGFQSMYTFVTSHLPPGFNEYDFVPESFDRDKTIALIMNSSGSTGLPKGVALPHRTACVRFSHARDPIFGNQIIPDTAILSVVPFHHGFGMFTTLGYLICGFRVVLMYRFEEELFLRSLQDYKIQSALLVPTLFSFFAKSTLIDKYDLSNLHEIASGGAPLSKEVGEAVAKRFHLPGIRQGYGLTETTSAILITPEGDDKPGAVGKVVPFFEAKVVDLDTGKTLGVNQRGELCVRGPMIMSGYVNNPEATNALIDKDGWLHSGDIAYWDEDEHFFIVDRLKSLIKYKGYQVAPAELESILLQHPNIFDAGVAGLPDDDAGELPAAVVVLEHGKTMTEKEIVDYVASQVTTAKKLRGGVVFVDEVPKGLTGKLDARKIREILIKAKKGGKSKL
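Purified P. pyralis luciferase, 10 nM final, with Km-level 10 uM D-luciferin and 10 uM ATP in 50 mM Tris acetate pH 7.5, 10 mM Mg acetate, 0.01% Tween-20, 0.05% BSA; 6-point qHTS titration about 60 µM downward; luminescence read.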
NPC1 prom act: NPC1 promoter activation; 2.4% of 320,000 active; AID 485313; Potency, µM (titrated, usually from 9.22 µM), inactives show top-dose activation, hits mostly activators; Huh7 NPC1 promoter luciferase reporter, 24 h;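 note: potency is the fitted concentration of half-maximal effect; % of control where 0% means no effect; nearly all actives have a fitted effect of over 60% in size; reporter is driven by a mutant NPC1 promoter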
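Luciferase expression driven by the NPC1 promoter was measured in stably transfected Huh7 cells after a 24 h compound incubation, using a luciferase reagent and a luminescence read.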
Giardia kill: kills Giardia lamblia. activity change, % at 7.66 µM, hits read low. AID 540267. Giardia lamblia trophozoite viability. 0.15% of 340,000 active; in the data active = activity change below about -80%; inconclusive = between about -30% and that limit;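 note: parasites exposed to compound for two days anaerobically before the ATP read; % is set by controls: 0 for no effect and ±100 for the full control effect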
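Viability, read as ATP luminescence: trophozoites at 100 cells/well, compound added, 48 hrs anaerobic at 37 deg C, then 15-30 min room-temperature development before reading.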
* hit, by the source's call; ? = inconclusive; / = no result given; & = joins results of further samples; [ ] = remark or other dose. Unless noted, calls come from the whole dose curve; as a rule, active = well fitted curve in the direction sought with a large enough effect; inconclusive = small, poorly fitted or top-dose-only effect, or another doubt; inactive = no such curve, though single readings can be large; an effect the other way counts as inactive or inconclusive.

Start of the listing, in advance:
SMILES	Gal4-VP16 FLuc	Rab9 promoter act	Menin MLL FP TR	p53 reactivator	BRCA1 expr up	RORgamma inh	ELG1 genotoxic	PKM2 activator	FLuc counter	NPC1 prom act	Giardia kill
COc1ccc(S(=O)(=O)NNC(=O)c2csc(-n3nc(C)cc3C(F)(F)F)n2)cc1	5%	-11%	1%	-10%	-13%	-37%	3%	-3%	7%	1%	-10
O=C(/C=C/c1cn(CC(O)CN2CCCCC2)c2ccccc12)c1ccccc1 (stereo not drawn)	-6%	-1%	/	-2%	-14%	13%	-6%	2%	?	0%	-10

All compounds of this part, from the first entry:
SMILES	Gal4-VP16 FLuc	Rab9 promoter act	Menin MLL FP TR	p53 reactivator	BRCA1 expr up	RORgamma inh	ELG1 genotoxic	PKM2 activator	FLuc counter	NPC1 prom act	Giardia kill
COc1ccc(S(=O)(=O)NNC(=O)c2csc(-n3nc(C)cc3C(F)(F)F)n2)cc1	5%	-11%	1%	-10%	-13%	-37%	3%	-3%	7%	1%	-10
O=C(/C=C/c1cn(CC(O)CN2CCCCC2)c2ccccc12)c1ccccc1 (stereo not drawn)	-6%	-1%	/	-2%	-14%	13%	-6%	2%	?	0%	-10
COc1ccccc1C(=O)NNC(=O)c1cccc(Cl)c1	1%	21%	0%	7%	-22%	14%	16%	-16%	-16%	16%	0
CSc1nc2sc3c(c2c(=O)[nH]1)CCc1ccccc1-3	?	-5%	15%	-4%	-58%	-60%	4%	0%	2%	-1%	-1
O=C(NCc1ccccn1)c1cn(CCc2ccccc2)nn1	-6%	0%	-6%	2%	-20%	13%	0%	0%	-1%	2%	-2
CCCN1Cc2cccc(C(N)=O)c2C1=O	-5%	4%	-1%	?	-15%	11%	-4%	-2%	2%	-1%	-5
S=c1[nH]nc(-c2ccco2)n1/N=C/c1ccc(Cl)cc1Cl	18µM*	-1%	6%	1%	-26%	5.6µM*	0%	-11%	-2%	6%	-5
N[C@@H]1CONC1=O	-13%	3%[46.1 µM]	-2%	/	/	20%	/	6%	-2%	5%[46.1 µM]	/
O=C(CN1CCNC(=O)C1)NCCc1ccc(Cl)cc1Cl	8%	1%	-4%	10%	11%	4%	-3%	-1%	0%	-5%	-4
O=C(Nc1ccc(Cl)cc1)[C@@H]1[C@@H]2C(=O)N(c3cccc(F)c3)C(=O)[C@@H]2[C@H]2C=CC=NN21	15%	-3%	/	15%	-42%	-8%	-1%	2%	?	-1%	1
CC(=O)c1cccc(NC(=O)c2cc3ccccn3n2)c1	?	4µM*	-13%	?	2.5µM*	8.9µM*	18µM*	-4%	3.4µM*	1.8µM*	-12
COc1ccc([C@]23Cc4cc(OC)c(OC)cc4C(O2)c2c(cc(C)oc2=O)O3)cc1	0%[10 µM]	2%[1.84 µM]	?	/	/	1%[10 µM]	/	3%[11.5 µM]	-17%[11.5 µM]	-5%[1.84 µM]	/
O=C(Nc1ccc2c(c1)OCCO2)c1cnn(-c2ccccc2)n1	/	2.8µM*	/	?	98%	/	?	/	4.8µM*	?	2
O=C(NCC(=O)N1CCN(c2ccccc2)CC1)c1cccs1	/	20%	26%	/	49%	/	11%	-10%	-6%	19%	-15
Cc1nc(N)[nH]c(=O)c1CCC(=O)OCC(C)C	-1%	-3%	16%	8%	4%	28%	3%	0%	1%	0%	-9
COc1ccc(C(=O)NC(CC(C)C)C(=O)O)cc1 (stereo not drawn)	/	1%	/	-7%	1%	/	-1%	/	-3%	2%	-6
Nn1c(-c2ccc(O)cc2)nnc1-c1ccc(O)cc1	-4%	1%	/	-2%	0%	-31%	0%	-1%	4%	-6%	4
O=C(NCC1CCN(S(=O)(=O)c2ccccc2)CC1)Nc1ccccc1	19%	-6%	/	-3%	-30%	?	-8%	7%	-1%	2%	0
COc1ccccc1N1CCN(C2CCCN(C(=O)Cn3cccn3)C2)CC1 (stereo not drawn)	-1%	15%	/	16%	-7%	4%	-4%	-4%	-1%	3%	20
COc1cc(NC(=O)c2ccc(OC)c([N+](=O)[O-])c2)ccc1NC(=O)c1ccco1	3%	1%	/	0%	-9%	-19%	-1%	10%	-1%	-5%	-20
COCCn1c(=NC(=O)CSCC(=O)Nc2cc(C)on2)sc2cc(C(=O)OC)ccc21	-1%	-6%	-16%	-3%	3%	17%	-1%	6%	-1%	-5%	8
Cc1ccc(CN2CCN(/N=C/c3cc(Br)ccc3F)CC2)cc1	-2%	0%	1%	/	1%	1%	-3%	1%	11%	-1%	3
Cc1ccc2nc(SCC(=O)N3CCC(C)CC3)nc(=O)n2c1	/	-1%	/	-3%	-18%	/	2%	/	3%	-11%	-2
O=C(CNC(=O)c1cccc(OC(F)F)c1)OCc1cc(=O)n2cc(Br)ccc2n1	-8%	-4%	?	-4%	0%	37%	2%	28%	5%	1%	31[activator]
COc1ccc(C(=O)COC(=O)C(C(C)C)N2C(=O)C3C4C=CC(C4)C3C2=O)cc1 (stereo not drawn)	?	-2%	/	4%	-25%	41%	-3%	3%	19µM*	1%	4
COC(=O)[C@H](CCSC)NC(=O)NCc1cccs1	-1%	-6%	6%	-3%	0%	-12%	0%	-5%	-2%	-3%	-8
Cc1ccc(S(=O)(=O)n2cc(C=O)c3ccccc32)cc1	-1%	-5%	/	3%	-40%	-9%	-9%	0%	0%	-4%	26
O=c1[nH]cc(S(=O)(=O)c2ccccc2)[nH]1	1%	0%	-2%	9%	1%	-13%	4%	4%	-2%	-3%	-1
CCc1nnc(NC(=O)C2CCCN2C(=O)Nc2ccccc2OC)s1 (stereo not drawn)	-1%	-1%	-20%	2%	5%	14%	1%	0%	0%	-1%	-5
CCCC(=O)C1=C(N2CCCCC2)CC(C)(C)C(C(=O)OC)C1=O (stereo not drawn)	1%	2%	1%	-2%	-8%	13%	2%	0%	-1%	-5%	-5
O=C(COCc1cc(-c2ccc3c(c2)OCO3)on1)N1CCN(c2cccc(C(F)(F)F)c2)CC1	-7%	0%	20%	?	-1%	15%	-3%	5%[0.46 µM]	-5%&-19%	-2%	-13
COC(=O)c1c(NC(=O)CSc2ncn[nH]2)sc(C)c1C	/	7%	/	0%	-32%	/	-13%	/	0%	-3%	-6
COC(=O)c1cc2ccsc2n1CC(=O)NCC1CCCO1 (stereo not drawn)	11%	-3%	-10%	0%	0%	21%	-1%	-13%	1%	-1%	-6
On1c(-c2ccccc2)nc2ncccc21	4%	-8%	0%	-4%	0%	-5%	-3%	/	-1%	-6%	-7
Cc1ccc(S(=O)(=O)N2CCN(C(=O)CSc3nccn3C)CC2)cc1	3%	0%	/	0%	-3%	0%	0%	29%	0%	2%	-6
COc1ccc(C(=O)Nc2ccc(NC(=O)CSc3nnc(-c4ccncc4)n3C)cc2)cc1	-6%	-3%	2%	-3%	-31%	2%	?	-3%	-21%	1%	16

Whole records as entered above. Values in the order: Gal4-VP16 FLuc	Rab9 promoter act	Menin MLL FP TR	p53 reactivator	BRCA1 expr up	RORgamma inh	ELG1 genotoxic	PKM2 activator	FLuc counter	NPC1 prom act	Giardia kill
`COC(=O)c1cc2ccsc2n1CC(=O)NCC1CCCO1` (stereo not drawn) in the list: 11%	-3%	-10%	0%	0%	21%	-1%	-13%	1%	-1%	-6
`O=c1[nH]cc(S(=O)(=O)c2ccccc2)[nH]1` in the list: 1%	0%	-2%	9%	1%	-13%	4%	4%	-2%	-3%	-1
`Cc1ccc(S(=O)(=O)N2CCN(C(=O)CSc3nccn3C)CC2)cc1` in the list: 3%	0%	/	0%	-3%	0%	0%	29%	0%	2%	-6
`CCc1nnc(NC(=O)C2CCCN2C(=O)Nc2ccccc2OC)s1` (stereo not drawn) in the list: -1%	-1%	-20%	2%	5%	14%	1%	0%	0%	-1%	-5

Later entries:
SMILES	Gal4-VP16 FLuc	Rab9 promoter act	Menin MLL FP TR	p53 reactivator	BRCA1 expr up	RORgamma inh	ELG1 genotoxic	PKM2 activator	FLuc counter	NPC1 prom act	Giardia kill
Cc1ccc(O)c(C(=O)c2cc(C#N)c(=O)n(-c3c(C)n(C)n(-c4ccccc4)c3=O)c2)c1	4%	-2%	2%	-19%	-12%	6%	-2%	1%	-2%	-1%	21
Cn1nc(C(=O)OCCN2C(=O)c3ccccc3C2=O)c2ccccc2c1=O	2%	3%	4%	1%	-18%	9%	-5%	-1%	-1%	1%	22
Nc1ccc[n+](Cc2ccccn2)c1	-1%	0%	3%[11.7 µM]	4%	-18%	-7%	1%	-1%	5%	-2%	10
COc1cc(NC(=O)COc2ccccc2Cl)ccc1NC(=O)c1cccs1	-2%	12%	22%	7%	20%	7%	12%	0%	-3%	5%	-3
CCCCn1c(CNC(=O)c2cccs2)nc2ccccc21	?	-1%	-17%	-5%	-26%	11µM*	0%	-1%	0%	-1%	0

An excerpt, so the mix of outcomes need not match the whole.
